Bioassay records from PubChem BioAssay.
Coupling enz: inhibits coupling enzyme system, counter-screen for aldolase hits; AID 2472; coupling enzyme system counterscreen, AmpLite Red fluorescence; activity change, negative = inhibition, % at 58.2 µM, hits read low; actives 0.67% (n = 290,000); in the data active = activity change below about -30%; also: % is scaled to controls: 0 for no effect and ±100 for the full control effect
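Counterscreen of the coupled detection system alone, without aldolase: glyceraldehyde-3-phosphate coupling enzymes plus AmpLite Red readout. Compounds at 57.5 uM final, 10 min RT preincubation, 20 min RT reaction, fluorescence 525/598 nm.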
TCR activator: activates T cell receptor signaling; AID 504894; primary human leukocytes, anti-CD3, IL-2 HTRF, 48 h; 330,000 tested, under 10 active; Potency, µM (titrated, usually from 9.22 µM), inactives show top-dose activation of IL-2 secretion, most hits filed as activators; also: % of control where 0% means no effect
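Using a-CD3 beads without co-stimulation, primary human leukocytes were exposed to compounds for 48 hr. An HTRF IL-2 kit measured the cytokine, with europium-to-d2 energy transfer producing emission at 665nm upon 320nm excitation.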
A-T KAP1 phos: potential ataxia-telangiectasia treatment; […] A-T fibroblasts, KAP-1 phosphorylation AlphaLISA; neocarzinostatin DNA damage 30 min before lysis; Potency, µM (series often up to 57.5 µM), for inactives: top-dose activation, actives largely listed as activators; actives 0.19% (n = 320,000); AID 485349; also: potency is read from the fitted curve at half-maximal effect; % of control where 0% means no effect; nearly all actives have a fitted effect of over 45% in size
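hTERT-immortalized A-T patient fibroblasts ([…]), 500 cells/well in OPTI-MEM, 1% FBS, got compounds for 60 min, then NCS for 30 min at 37C. Lysates were then assayed for phospho-KAP-1 by AlphaLISA (anti-pKAP1 donor, anti-KAP1 acceptor beads), 6 hr at 25C.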
TSHR antagonist: blocks TSH signaling through the human TSH receptor; TSHR-expressing cells, TSH-stimulated cAMP HTRF, 2 h; stronger effect = lower value; activity change, negative = inhibition, % at 11.5 µM; actives 0.2% (n = 330,000); P16473;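 active = activity change below a set negative limit, meaning inhibition stronger than a set level, cut at about -70% in these data; inconclusive = activity change between two set negative limits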; also: % is scaled to controls: 0 for no effect and ±100 for the full control effect
Target sequence (P16473 whole entry, looked up): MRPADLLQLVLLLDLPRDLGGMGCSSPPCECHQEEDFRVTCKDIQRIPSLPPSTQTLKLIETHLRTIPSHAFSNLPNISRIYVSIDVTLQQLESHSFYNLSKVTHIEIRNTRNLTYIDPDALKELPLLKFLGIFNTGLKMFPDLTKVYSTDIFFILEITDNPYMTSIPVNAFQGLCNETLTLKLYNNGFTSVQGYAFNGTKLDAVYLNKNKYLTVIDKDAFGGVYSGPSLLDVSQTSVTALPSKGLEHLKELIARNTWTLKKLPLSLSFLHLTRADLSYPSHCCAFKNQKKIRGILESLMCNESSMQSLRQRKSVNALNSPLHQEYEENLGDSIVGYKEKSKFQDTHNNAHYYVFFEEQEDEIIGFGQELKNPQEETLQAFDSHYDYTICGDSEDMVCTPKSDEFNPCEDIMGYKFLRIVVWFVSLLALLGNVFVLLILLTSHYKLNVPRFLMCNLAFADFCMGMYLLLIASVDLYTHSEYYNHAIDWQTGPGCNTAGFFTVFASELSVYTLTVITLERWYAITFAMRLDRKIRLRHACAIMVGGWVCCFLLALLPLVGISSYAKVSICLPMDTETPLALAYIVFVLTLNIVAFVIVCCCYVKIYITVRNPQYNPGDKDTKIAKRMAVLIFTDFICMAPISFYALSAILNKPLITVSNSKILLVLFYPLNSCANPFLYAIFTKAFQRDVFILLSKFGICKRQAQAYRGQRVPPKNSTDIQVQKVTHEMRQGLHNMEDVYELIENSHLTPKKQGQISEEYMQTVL
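TSHR-expressing cells were treated with compounds, then stimulated with TSH at EC80 (4nM final) for 2 hours at 37 deg C. Cellular cAMP was measured by HTRF competition between lysate cAMP and cAMP-d2 for a cryptate-labelled anti-cAMP antibody.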
BCR signal inh: chronic active BCR signaling inhibition; ABC-DLBCL IkBa-CBG/CBR reporter, luminescence ratio, 4 h; Potency, µM (top dose mostly 46.1 µM), for the others: at the top dose ratio change, negative = lower green/red ratio, usual class: inhibitors; actives 0.05% (n = 340,000); active = well fitted inhibition curve with a large enough effect in the signal ratio, with a control signal flat, not every such curve was filed as active; inconclusive = small, poorly fitted or top-dose-only effect, or effect the other way, or a change in a side signal; the % refers to the signal ratio;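 also: potency is read from the fitted curve at half-maximal effect; plate controls were basal doxycycline-induced cells for no effect and cells given 10 µM MG132 for full effect; MG132 reads +100%, hits lower the ratio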
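Doxycycline induced both beetle luciferases in TMD8 lymphoma cells; IKK-driven degradation limits the IkappaBalpha-fused green signal, while red luminescence normalises for cell number and nonspecific effects. Compounds tested up to 46 uM, 4 hrs.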
GALK inhibitor: inhibitors of human galactokinase | Purified GALK, Kinase-Glo residual ATP luminescence | P51570 | Potency, µM (doses to about 57.5 µM), for inactives: top-dose activity change, negative = inhibition, actives largely listed as inhibitors | actives 0.007% (n = 270,000) | AID 1868; also: potency is read from the fitted curve at half-maximal effect; % is scaled to controls: 0 for no effect and ±100 for the full control effect
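GALK at 5 nM final was combined with compound, 35 uM ATP and 100 uM galactose in HEPES pH8.0 with MgCl2 and DTT. The reaction ran one hour at room temperature before luminescent ATP detection.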
MLL CXXC-DNA inh: inhibitors of human MLL CXXC domain-DNA interaction | Q03164 | MLL-CXXC / FITC-HOXA9 DNA fluorescence polarization | Potency, µM (top dose mostly 115 µM), inactives show top-dose activity change, negative = inhibition, usual class: inhibitors | actives 0.037% (n = 290,000) | AID 2662; active = well fitted inhibition curve with a large enough effect in the polarisation, with a control signal flat, not every such curve was filed as active; inconclusive = small, poorly fitted or top-dose-only effect, or effect the other way, or a change in a side signal; inactive = no such curve, though single readings can be large or run the other way; the % refers to the polarisation; also: potency is read from the fitted curve at half-maximal effect
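Purified MLL-CXXC (added from a 7 uM solution) was preincubated 5 min at ambient with pinned compounds in 50 mM Tris-HCl pH 7.5, 50 mM NaCl, 1 mM DTT, 0.05% BSA. Fluorescein-labeled HOX-A9 DNA (50 nM solution) followed, 30 min, then polarization read.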
KCNH2 WT inh: inhibitors of human wildtype KCNH2 potassium channel | U2OS, BacMam KCNH2, thallium flux FluxOr; stronger effect = lower value | activity change, % at 1.84 µM | actives 0.37% (n = 340,000) | AID 720551;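 active = maximum activity change below -70%; inconclusive = maximum activity change between -70% and -50%; inactive = maximum activity change above -50%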; also: % is scaled to controls: 0 for no effect and ±100 for the full control effect
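U2OS cells transduced with wild-type KCNH2 virus are loaded with FluxOr dye for 45 min, and thallium flux is measured in kinetic reads before and after stimulation buffer. Rate constants are normalized to DMSO controls.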
Tb PFK inh: inhibitors of T. brucei phosphofructokinase; T. brucei PFK, ADP-Glo luminescence; Potency, µM (titrated, usually from 57.5 µM), for the others: top-dose activity, negative = inhibition, hits mostly inhibitors; actives 0.17% (n = 330,000); AID 485367;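 also: potency is read from the fitted curve at half-maximal effect; 0% = uninhibited 1x PFK enzyme wells and -100% = no-enzyme wells; nearly all actives have a fitted effect of over 60% in size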
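Activity is normalized to no-enzyme wells (full inhibition) and 1.25 nM enzyme wells (no inhibition). Reaction: 0.5 mM F6P, 0.1 mM ATP, 45 min RT, ADP-Glo luminescence; concentration-response curves fitted and classed by quality.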
Giardia killer: kills Giardia lamblia; Giardia lamblia trophozoite viability; activity change, % at 7.66 µM, hits read low; actives 0.15% (n = 340,000); AID 540267; in the data active = activity change below about -80%; inconclusive = between about -30% and that limit;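 also: parasites exposed to compound for two days anaerobically before the ATP read; % is scaled to controls: 0 for no effect and ±100 for the full control effect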
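Trophozoite viability was measured as ATP-dependent luminescence, read 15-30 min after reagent addition. Before that, parasites at 100 cells/well were exposed to compounds for 48 h, anaerobically, at 37 deg C.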
Numbers without * were called inactive; ? = inconclusive; · = no result given; [ ] = dose if it differs, or a comment. Unless noted, calls follow the shape of the dose curve; as a rule, active = well fitted curve in the direction sought with a large enough effect; inconclusive = small, poorly fitted or top-dose-only effect, or another doubt; inactive = no such curve, though single readings can be large; an effect the other way counts as inactive or inconclusive. This is a random part of the collection; 1.6% or so of the library scored in one or more.

Values run as follows: Coupling enz, TCR activator, A-T KAP1 phos, TSHR antagonist, BCR signal inh, GALK inhibitor, MLL CXXC-DNA inh, KCNH2 WT inh, Tb PFK inh, Giardia killer
- Cc1ccc(S(=O)(=O)N2CCCCC2)cc1NC(=O)COC(=O)c1ccc2c(c1)OCO2
  0.5, -5.8%[46.1 µM], 9.8%, -11.3, -0.6%, ·, -4.8%, 0.3, 0.0%, 16.1
- O=C(N/N=C/c1cc(Cl)cc([N+](=O)[O-])c1O)C(O)(c1ccccc1)c1ccccc1
  3.9, ·, -10.0%, -26.1, -0.6%, 4.4%, ?, -8.0, -12.9%, 5.1
- COc1ccc(CN2CCC(=O)N([C@H](CO)c3ccccc3)CC2)cc1
  -0.3, -11.6%, -7.0%, -2.5, -23.3%, ·, 3.9%, 4.2, 0.4%, -15.4
- CC(C)c1cc(C(=O)NNC(=S)NC2CCCCC2)cs1
  ·, -9.5%, -5.8%, -6.5, ?, -5.8%, -3.4%, -1.6, 1.9%, 32.5[activator]
- c1csc(-c2nc(-c3ccncc3)no2)c1
  0.9, ·, -1.0%, -7.7, -6.2%, 1.8%, 4.6%, -8.8, 1.5%, -4.7
- Oc1ccccc1N=Cc1c(O)ccc2ccccc12
  -27.3, 7.8%, ?, 6.7, ?, -1.3%, ?, -31.4, 2.8%, -10.4
- CCN(C1=NS(=O)(=O)c2ccccc21)N(CC)S(=O)(=O)c1ccc(C)cc1
  2.0, 2.0%, -4.4%, 1.1, -6.9%, 2.9%, -3.8%, 1.2, -6.5%, 0.8
- Cc1cnn(-c2cc(Oc3ccccc3)ncn2)c1
  1.9, -0.4%, -11.3%, 2.3, -0.7%, 2.7%, 10.1%, 18.4, 1.1%, 8.3
- COc1ccc(C(=O)c2c[nH]c(C(=O)N=CN(C)C)c2)cc1
  2.4, -8.2%, 5.5%, 14.4, -3.4%, 2.5%, -3.9%, -4.3, -4.7%, 1.8
- Cn1c(NCCCN2CCOCC2)nc2c1c(=O)n(Cc1ccc(Cl)c(Cl)c1)c(=O)n2C
  -1.3, 1.4%, 1.0%, -7.5, -3.5%, -4.1%, 1.3%, 30.7, ?, -2.5
- COC(=O)c1c(NC(=O)CC2SC(N)=NC2=O)sc2c1CCC(C(C)(C)C)C2 (stereo not drawn)
  -0.7, -9.6%[46.1 µM], -5.7%, -2.5, 0.9%, -2.6%, 12.1%, 3.0, -2.0%, 6.4
- NS(=O)(=O)c1ccc(CCNC(=S)Nc2ccc(F)cc2)cc1
  2.3, -3.2%, 3.7%, -6.4, 4.8%, -0.1%, 4.4%, 5.2, 3.4%, 1.7
- Cc1ccc([C@@H]2[C@@H]3C(=O)N(c4ccccc4)C(=O)[C@@H]3[C@]3(Cc4ccccc4)C(=O)N(CC4CC4)CC(=O)N23)o1
  -0.4, -0.7%, 0.4%, -2.2, -16.2%, ·, -9.5%, -13.8, -2.7%, -4.0
- C=CC[C@H](CC(=O)OC(C)(C)C)C(=O)OC[C@H]1CCCN1C(=O)[C@H](CC=C)CC(=O)N(CCO)Cc1ccccc1
  ·, -4.0%, -1.2%, -6.0, -0.8%, ·, ·, -9.6, 7.4%, -2.6
- N#Cc1c(N)sc2c1CCCCCC2
  -5.2, 3.9%, 11.9%, -26.6, -8.2%, 0.9%, 2.3%, 77.1, -9.5%, -7.3
- Cc1cc([N+](=O)[O-])c2[nH]c(C(=O)N/N=C/c3ccccc3C(=O)O)c(-c3ccccc3)c2c1
  3.6, -0.2%, 14.2%, -19.3, -0.9%, -1.7%, 7.7%, -7.7, 3.5%, 7.8
- CC(C)CCn1cnc2c1c(=O)[nH]c(=O)n2Cc1ccccc1
  1.7, 0.7%, 0.2%, -1.3, -4.3%, ·, 7.5%, 7.4, -13.6%, 17.0
- COc1cc(-c2cc(C(=O)Nc3c(Cl)cc(Cl)cc3Cl)c3ccccc3n2)cc(OC)c1OC
  -0.9, -8.0%[46.1 µM], 2.2%, -7.9, -0.4%, 1.1%, 15.4%, -4.7, -1.0%, 7.3
- O=C1c2ccccc2C(=O)N1c1cccc2ccccc12
  2.7, -15.5%, 7.7%, 7.5, -4.2%, -2.9%, 5.8%, -0.6, -1.6%, 12.4
- Cc1cnc(NC(=O)CSc2nnc(N)s2)s1
  -1.1, -3.8%, -2.1%, 0.6, ?, -4.1%, -7.9%, -1.2, 0.2%, 28.9
- O=C(O)CCC(=O)NCc1ccc2[nH]c3c(c2c1)CCCC3
  -41.3*, 0.1%, 0.5%, 6.8, ?, 1.9%, 9.6%, -1.7, 11.3%, ?
- CC(=O)C1=C(C)NC2=C(C(=O)CC(C)(C)C2)C1C (stereo not drawn)
  -1.3, 0.6%, -1.6%, 1.5, 4.1%, 11.4%, 2.1%, 6.2, 1.2%, -5.7
- CC(=O)c1cnc2c(C(=O)O)cnn2c1C
  -0.3, 1.0%, 1.8%, 44.2, -19.8%, 3.1%, -5.8%, -1.5, -0.5%, -29.3
- CN(CCC1CCOCC1)C(=O)C1CCC(=O)N(CCc2ccccc2)C1 (stereo not drawn)
  ·, -2.5%, 7.7%, 3.1, 1.4%, 1.6%, -2.2%, -3.9, 0.6%, -16.9
- CC1CCN(C(=O)C2CCCCN2S(=O)(=O)c2cccc([N+](=O)[O-])c2)CC1 (stereo not drawn)
  0.3, -2.3%, 1.5%, 6.3, 1.4%, -3.1%, -2.0%, 15.3, 7.0%, -0.7
- FC(F)(F)c1cc(Oc2ccc(Cl)cc2)ncc1-c1nnc(-c2ccc(Cl)cc2)o1
  0.8, -1.2%, 12.9%, 9.1, -1.0%, 2.6%, -3.9%, -1.4, -1.9%, -9.2
- CCCN(CC(=O)Nc1ccccc1C)C(=O)c1cccc(-n2cnnn2)c1
  0.7, 1.2%, 2.2%, -3.2, 0.8%, 1.0%, ?, 12.1, 1.3%, -12.2
- COC(=O)[C@@]12CCCCN1[C@H](c1ccc(-c3cc(C(C)=O)cs3)c(OC)c1)[C@H]1C(=O)N(C)C(=O)[C@H]12
  ·, 7.5%, 7.6%, -7.2, -6.4%, ·, ·, -0.2, -12.1%, -1.6
- COc1ccc(NC(=O)C/C(C)=N/NC(=O)c2cccs2)c([N+](=O)[O-])c1
  -3.9, -5.2%, -13.2%, 6.6, ?, 2.1%, -8.6%, -2.9, 4.8%, 66.1[activator]
- COC(=O)Cc1ccc(NC(=S)NC2CC2)cc1
  -1.7, -0.5%, 12.3%, -3.7, ?, 0.4%, -5.6%, 1.5, 0.5%, -8.8
- Cc1nn(C)c(C)c1NS(=O)(=O)c1c(C)n[nH]c1C
  ·, -1.2%[46.1 µM], 7.3%, 7.4, 1.7%, ·, ·, 7.1, 1.9%, -5.2
- Cc1nnc(SCC(=O)NCCN2C(=O)CSC2=O)s1
  4.0, ·, -1.4%, 7.1, 3.4%, 1.5%, 4.1%, -10.5, -0.9%, -7.7
- CCc1ccc2[nH]c(=O)c(CN(CCN(CC)CC)C(=O)Nc3ccccc3OC)cc2c1
  -0.9, -7.1%, 0.4%, 13.8, 12.9%, -1.1%, -3.4%, 12.4, -7.2%, 15.3
- COc1ccccc1CNC(=S)Nc1ccc(S(N)(=O)=O)cc1
  0.6, -0.3%, 23.3%, -4.2, 0.7%, -1.5%, 28.2%, -14.3, 2.4%, -11.4
- CCOC(=O)Nc1ccccc1N1C(=O)c2ccccc2C1=O
  3.4, -1.5%, 3.1%, -3.2, ?, 5.8%, -5.9%, -1.2, -6.5%, -0.1
- Cc1ccc(N(CCC#N)C(=O)CSc2nc3ccccc3c(=O)[nH]2)cc1
  ·, 6.5%, 5.1%, -8.0, 9.3%, ·, ·, -8.5, -6.6%, -15.6
- CS(=O)(=O)N1N=C(c2ccco2)CC1c1ccccc1 (stereo not drawn)
  3.2, -8.2%[46.1 µM], 5.1%, -1.0, 0.7%, -1.0%, -1.4%, -5.6, 1.8%, -11.8
- O=C(COC(=O)/C=C/c1cccc(Cl)c1)NCCc1ccc(Cl)cc1Cl
  0.4, -0.4%[46.1 µM], 2.3%, 15.0, 3.1%, -1.4%, 9.1%, 6.8, 0.0%, 0.1
- CCOc1ccc(NC(=O)C2CCCN(C)C2)cc1 (stereo not drawn)
  -0.4, 6.0%, -0.6%, -7.0, 6.4%, 3.4%, -3.6%, -2.1, 1.4%, 24.0
- CCC1CCCCN1S(=O)(=O)c1ccc(NC(=O)C2CCCO2)cc1 (stereo not drawn)
  ·, 6.0%, 18.9%, 5.7, -12.7%, 4.4%, 7.0%, 11.1, 0.0%, -13.9
